M1 PAM parental = counter-screen for M1 PAMs: effect in parental CHO-K1 cells; activation, % at 3 µM; ATP EC20, Fluo-8 calcium fluorescence; 0% at ATP EC20, 100% at ATP max; 360,000 compounds, 0.02% hits;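 active = activation above the run cutoff, the mean activation of all test compounds plus 3 SD, cut at about 40% in these data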;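 also: peak over basal fluorescence ratio in a 140 s read after ATP addition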
OXTR agonist = activates the human oxytocin receptor; AID 2435; 320,000 compounds, 0.32% hits; activation, % at 3 µM; P30559; CHO-OTR cells, Fluo-8 calcium fluorescence; normalized: DMSO 0%, oxytocin 100%;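 active = activation above the mean of all tested compounds plus 3 SD, cutoff set per screening run, cut at about 20% in these data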;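 also: peak over basal fluorescence ratio from a 100 s FLIPR kinetic read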
OXTR potentiate = human OXTR potentiation; CHO-OTR cells, Fluo-8 calcium fluorescence, potentiator mode; 0% = oxytocin EC15, 100% = EC100; activation, % at 3 µM; 320,000 compounds, 0.061% hits;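 active = activation above that plate's cutoff, the mean activation of tested compounds plus 3 SD, cut at about 6.6% in these data, passing the limit was not always enough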;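 also: 100% uses oxytocin at 75 nM as the full agonist control; some results filed as inactive read as strong as hits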
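Material: human OTR in CHO cells. Compound: 3.0 µM, one dose. Timing: compound 6 min at room temperature before oxytocin, 100 s read. Evaluation: % activation of max/min ratio relative to oxytocin controls. Replication: single well per compound, singlicate. Signal: Fluo-8 calcium dye fluorescence.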
M1 ag parental = nonselective activator or artifact in parental CHO-K1 cells | activation, % at 3 µM | Fluo-8 calcium fluorescence; scaled to maximal ATP response, vehicle zero | AID 602248 | 360,000 compounds, 0.48% hits; in the data active = activation above about 15%;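 also: untransfected CHO-K1 host cells lacking M1 receptor as counterscreen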
GPR7 antag = antagonists of human GPR7 (neuropeptides B/W receptor 1); P48145; GPR7-expressing cells, fluorescence antagonist assay; inhibition, % at 4.4 µM; 290,000 compounds, 1.1% hits; in the data active = inhibition above about 16%, passing the limit was not always enough;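 also: cells stimulated with the agonist NPW; 0% = agonist with vehicle and 100% = vehicle without agonist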
Target sequence (P48145 whole entry, looked up): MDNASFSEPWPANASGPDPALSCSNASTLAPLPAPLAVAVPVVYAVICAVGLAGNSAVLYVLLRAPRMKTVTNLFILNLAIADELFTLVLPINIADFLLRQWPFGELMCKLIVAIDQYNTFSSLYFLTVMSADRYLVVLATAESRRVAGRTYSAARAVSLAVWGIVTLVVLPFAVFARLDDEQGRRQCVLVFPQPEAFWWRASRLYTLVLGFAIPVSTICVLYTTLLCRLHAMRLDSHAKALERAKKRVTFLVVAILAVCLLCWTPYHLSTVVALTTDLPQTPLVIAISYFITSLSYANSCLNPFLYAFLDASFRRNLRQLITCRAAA
V1aR counter = V1a receptor agonism, counter-screen for OXTR agonists; 320,000 compounds, 0.25% hits; CHO-V1R cells, Fluo-8 calcium fluorescence, agonist mode; 0% DMSO, 100% 3 nM vasopressin; AID 2797; activation, % at 3 µM;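 active = activation above the mean activation of all tested compounds plus 3 SD, per screening run, cut at about 20% in these data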;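 also: signal is peak over basal fluorescence ratio across a 100 second FLIPR read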
Target sequence (P37288 whole entry, looked up): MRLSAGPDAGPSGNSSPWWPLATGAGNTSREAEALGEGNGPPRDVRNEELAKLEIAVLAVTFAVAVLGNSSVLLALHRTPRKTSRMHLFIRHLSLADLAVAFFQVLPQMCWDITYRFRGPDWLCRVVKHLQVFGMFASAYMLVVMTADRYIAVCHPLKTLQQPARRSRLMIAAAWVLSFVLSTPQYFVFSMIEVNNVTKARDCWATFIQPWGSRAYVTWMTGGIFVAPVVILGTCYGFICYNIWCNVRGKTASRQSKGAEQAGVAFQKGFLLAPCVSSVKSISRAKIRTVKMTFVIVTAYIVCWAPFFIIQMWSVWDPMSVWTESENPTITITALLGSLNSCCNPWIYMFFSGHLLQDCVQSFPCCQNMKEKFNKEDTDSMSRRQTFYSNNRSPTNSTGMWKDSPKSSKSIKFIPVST
CHO parental Ca = signal in parental CHO cells, OX1R antagonist counter-screen | 330,000 compounds, 0.63% hits | AID 463079 | inhibition, % at 5.6 µM | parental CHO-K1, ATP-induced calcium, Fluo-8 fluorescence;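 active = inhibition above that plate's mean sample inhibition plus 3 SD, cut at about 26% in these data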;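 also: 0% = ATP-challenged DMSO wells and 100% = DMSO wells without ATP; some compounds past the cut are filed as inactive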
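Material: parental CHO cells / Compound: single nominal dose of 5.6 µM per compound / Signal: Fluo-8 fluorescence / Replicates: singlicate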
TAAR1 antag = human TAAR1 antagonism. Q96RJ0. CHO RD-HGA16 TAAR1, Fluo-8 calcium fluorescence, antagonist. inhibition, % at 3 µM. 360,000 compounds, 1.5% hits;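 active = inhibition above a per-plate cutoff, the mean inhibition of test compounds on that plate plus 3 SD, cut at about 49% in these data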;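 also: 0% = DMSO plus EC80 beta-PEA response and 100% = DMSO alone without agonist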
Target sequence (Q96RJ0 whole entry, looked up): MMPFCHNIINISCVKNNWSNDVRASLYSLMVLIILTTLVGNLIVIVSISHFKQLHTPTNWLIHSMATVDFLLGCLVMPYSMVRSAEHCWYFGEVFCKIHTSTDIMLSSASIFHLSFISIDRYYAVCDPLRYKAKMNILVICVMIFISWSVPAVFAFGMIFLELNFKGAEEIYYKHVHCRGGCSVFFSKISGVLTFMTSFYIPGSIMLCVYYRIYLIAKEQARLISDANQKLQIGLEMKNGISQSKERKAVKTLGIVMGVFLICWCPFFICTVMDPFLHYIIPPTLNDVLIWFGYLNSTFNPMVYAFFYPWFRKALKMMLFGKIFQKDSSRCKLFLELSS
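Test system – hTAAR1-expressing CHO RD-HGA16 cells, Gα16-coupled · Also added – β-PEA at EC80 concentration, post-compound challenge · Compound – 3 µM, single point · Incubation – dye loading 75 min at 37 °C, then 30 min room temperature · Measured by – Fluo-8 intracellular calcium dye fluorescence, real-time kinetic reads · Benchmarks – vehicle and agonist controls · Replicates – singlicate, one well per test compound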
CHO-K1 Ca antag = nonselective inhibitor or artifact in parental CHO-K1 cells. 360,000 compounds, 0.6% hits. AID 602250. inhibition, % at 3 µM. ATP-induced calcium, Fluo-8 fluorescence;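 active = inhibition above a per-plate cutoff, the plate's mean sample inhibition plus 3 SD, cut at about 24% in these data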;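 also: 0% = DMSO plus EC80 ATP and 100% = DMSO alone without ATP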
An asterisk follows results filed as active.

Screening CC(Sc1nnc(Cc2ccc3c(c2)OCO3)o1)C(N)=O (stereo not drawn) returned M1 PAM parental 1.1, OXTR agonist -0.4, OXTR potentiate -9.1, M1 ag parental -0.1, GPR7 antag -12.5, V1aR counter 1.1, CHO parental Ca 0.5, TAAR1 antag 9.9 and CHO-K1 Ca antag -12.7.
For Cn1cnnc1SCCC(=O)Nc1ccccc1 the results were M1 PAM parental 11.7, OXTR agonist 0.8, OXTR potentiate -3.7, M1 ag parental -0.4, GPR7 antag -13.7, V1aR counter 0.8, CHO parental Ca -5.9, TAAR1 antag 5.4 and CHO-K1 Ca antag -0.8.
Screening O=C(Cn1c(=O)[nH]c2sc3c(c2c1=O)CCCC3)NCC1CCCO1 (stereo not drawn) returned M1 PAM parental -6.7, OXTR agonist -0.2, OXTR potentiate -4.8, M1 ag parental -0.6, GPR7 antag -1.7, V1aR counter 0.2, CHO parental Ca -11.9, TAAR1 antag -23.2 and CHO-K1 Ca antag 13.4.
`O=C(CSc1ncnc2sccc12)N1CCCCC1` gave M1 PAM parental 21.1, OXTR agonist -0.1, OXTR potentiate 3.9, M1 ag parental 0.1, V1aR counter 1.1, CHO parental Ca -8.2, TAAR1 antag -8.4 and CHO-K1 Ca antag -14.0.
`Cc1cc(=O)cc(C)[nH]1` gave M1 PAM parental -1.8, OXTR agonist 0.6, OXTR potentiate -2.2, M1 ag parental 0.2, GPR7 antag -7.1, V1aR counter 0.7, CHO parental Ca 5.3, TAAR1 antag 0.5 and CHO-K1 Ca antag -8.4.
Screening CSc1nccc(-c2cc(Cl)sc2Cl)n1 returned M1 PAM parental 0.8, OXTR agonist -2.0, OXTR potentiate -1.1, M1 ag parental -0.1, GPR7 antag -13.8, V1aR counter 0.1, CHO parental Ca -17.6, TAAR1 antag 1.8 and CHO-K1 Ca antag 0.7.
CCOc1ccc(NCc2cccn2-c2nnc(N3CCC(C(=O)NCCCN4CCCCC4CC)CC3)s2)cc1 (stereo not drawn) was read as M1 PAM parental -1.4, OXTR agonist -2.4, OXTR potentiate -17.6, M1 ag parental 0.0, GPR7 antag 4.3, V1aR counter -1.1, CHO parental Ca -25.9, TAAR1 antag -7.2 and CHO-K1 Ca antag -14.0.
`Nc1nc(/C=C/c2cccnc2)nc(-c2ccccc2O)n1` gave M1 PAM parental 5.3, OXTR agonist 4.6, OXTR potentiate -15.8, M1 ag parental 5.2, GPR7 antag -5.4, V1aR counter 2.0, CHO parental Ca 8.9, TAAR1 antag 67.0* and CHO-K1 Ca antag -15.6.
CCC1CCCCN1C(=O)c1cc(COc2ccc(-n3cncn3)cc2)on1 (stereo not drawn) was read as M1 PAM parental -13.5, OXTR agonist 9.9, OXTR potentiate -15.3, M1 ag parental 12.4, GPR7 antag -2.6, V1aR counter 12.4, CHO parental Ca -3.2, TAAR1 antag -6.3 and CHO-K1 Ca antag -4.8.
Cc1nc(N2CCN(C(=O)c3ccc(Cl)cc3)CC2)c(C#N)c2c1COC(C)(C)C2 was read as M1 PAM parental 14.0, OXTR agonist 0.5, OXTR potentiate -12.0, M1 ag parental 4.7, GPR7 antag -5.7, V1aR counter 2.5, CHO parental Ca -19.2, TAAR1 antag 8.8 and CHO-K1 Ca antag -1.0.
`COc1ccc(Cl)cc1NC(=O)COC(=O)CCCC1=NS(=O)(=O)c2ccccc2N1` gave M1 PAM parental 4.0, OXTR agonist 3.7, OXTR potentiate -1.6, M1 ag parental 2.6, GPR7 antag -5.1, V1aR counter 5.2, CHO parental Ca -11.8, TAAR1 antag 22.6 and CHO-K1 Ca antag 7.5.
Screening CN1CCC(N(C)C(=O)c2ccc(Cl)c(S(=O)(=O)N3CCc4ccccc43)c2)CC1 returned M1 PAM parental -16.4, OXTR agonist 5.1, OXTR potentiate -5.8, M1 ag parental 1.3, V1aR counter 2.6, CHO parental Ca -14.8, TAAR1 antag -3.4 and CHO-K1 Ca antag 5.2.
Screening Nn1c(COc2ccccc2)nnc1SC(F)F returned M1 PAM parental -9.0, OXTR agonist 0.2, OXTR potentiate -0.7, M1 ag parental 6.8, GPR7 antag -13.4, V1aR counter 0.4, CHO parental Ca -3.5, TAAR1 antag -7.3 and CHO-K1 Ca antag 6.8.
For COC(=O)/C=C1\NC(=O)C(C)S1 (stereo not drawn) the results were M1 PAM parental 5.5, OXTR agonist -0.4, OXTR potentiate -5.6, M1 ag parental 0.6, GPR7 antag -6.9, V1aR counter 1.5, CHO parental Ca -6.0, TAAR1 antag -3.8 and CHO-K1 Ca antag 5.9.
`O=C(NCc1nnc2c3ccccc3c(-c3ccccc3)nn12)c1ccc(Cl)cc1` gave M1 PAM parental 13.9, OXTR agonist -2.1, OXTR potentiate -14.2, M1 ag parental 0.3, GPR7 antag -11.1, V1aR counter -1.2, CHO parental Ca -24.1, TAAR1 antag -15.3 and CHO-K1 Ca antag -2.2.
`CC(C)[C@H](NC(=O)N1c2ccccc2NC(=O)[C@@H]1C(C)C)C(=O)N[C@@H](C(=O)O)c1ccccc1` gave M1 PAM parental -8.6, OXTR agonist -0.4, OXTR potentiate -4.7, M1 ag parental -0.1, GPR7 antag -9.1, V1aR counter 0.0, CHO parental Ca -20.7, TAAR1 antag 12.9 and CHO-K1 Ca antag 0.0.
`COc1cccc(NC(=O)CC2C(=O)NC3CCCCC3N2C(=O)c2ccccc2)c1` (stereo not drawn) gave M1 PAM parental -2.1, OXTR agonist 1.2, OXTR potentiate -2.3, M1 ag parental 3.1, GPR7 antag -7.7, V1aR counter 0.2, CHO parental Ca -15.4, TAAR1 antag 26.7 and CHO-K1 Ca antag 6.1.
Screening CCOC(=O)Cc1csc(NS(=O)(=O)c2cc(Cl)ccc2Cl)n1 returned M1 PAM parental 17.8, OXTR agonist 0.5, OXTR potentiate -16.0, M1 ag parental 0.2, GPR7 antag -8.3, V1aR counter -0.3, CHO parental Ca -15.1, TAAR1 antag 6.6 and CHO-K1 Ca antag -6.8.
Cc1ccc(NC(=O)CSc2nc(=O)n(CCN(C)C)c3c2CCCC3)cc1Cl was read as M1 PAM parental 12.9, OXTR agonist 4.5, OXTR potentiate -5.6, M1 ag parental 1.1, V1aR counter 2.3, CHO parental Ca -33.3, TAAR1 antag -9.6 and CHO-K1 Ca antag -0.4.
`O=C(OCCCc1cc2ccccc2c(=O)o1)c1ccc2c(c1)OCO2` gave M1 PAM parental -18.5, OXTR agonist 4.8, OXTR potentiate 1.3, M1 ag parental 1.3, V1aR counter 1.4, CHO parental Ca -15.7, TAAR1 antag -6.8 and CHO-K1 Ca antag 10.2.
CN(CCOc1ccccc1)CC(O)COCc1ccccc1F (stereo not drawn) was read as M1 PAM parental 9.2, OXTR agonist 0.6, OXTR potentiate -12.1, M1 ag parental 0.5, GPR7 antag -9.8, V1aR counter 1.1, CHO parental Ca -10.0, TAAR1 antag -17.7 and CHO-K1 Ca antag -1.3.
`COc1cccc(-c2ccc(NC(=O)C3CCCN(Cc4cnc(N(C)C)s4)C3)cc2)c1` (stereo not drawn) gave M1 PAM parental 12.0, OXTR agonist 11.2, OXTR potentiate -4.3, M1 ag parental 10.7, GPR7 antag -2.0, V1aR counter 6.4, CHO parental Ca -23.1, TAAR1 antag 27.7 and CHO-K1 Ca antag -11.0.
COc1ccc(C2(C)NC(=O)N(CC(=O)Nc3ccc(Br)cc3F)C2=O)cc1OC (stereo not drawn) was read as M1 PAM parental -3.2, OXTR agonist 4.6, OXTR potentiate -9.7, M1 ag parental 5.3, GPR7 antag 1.1, V1aR counter 4.6, CHO parental Ca -7.8, TAAR1 antag -13.0 and CHO-K1 Ca antag -14.3.
Cc1cc(COC(=O)C2N3C(=O)[C@@H](NC(=O)COc4ccccc4)[C@H]3SC2(C)C)on1 (stereo partly drawn) was read as M1 PAM parental 9.5, OXTR agonist 1.4, OXTR potentiate -5.0, M1 ag parental 0.9, GPR7 antag 2.3, V1aR counter 1.5, CHO parental Ca -10.8, TAAR1 antag 2.5 and CHO-K1 Ca antag -3.9.
For COc1ccc(/C=C/C(=O)NC(=S)Nc2ccccc2)cc1OC the results were M1 PAM parental -8.3, OXTR agonist 1.3, OXTR potentiate -3.2, M1 ag parental 0.3, GPR7 antag -7.2, V1aR counter 0.1, CHO parental Ca -3.7, TAAR1 antag 10.8 and CHO-K1 Ca antag -8.7.
For CN(C)/C=C(\C#N)C(=O)Nc1ccccc1 the results were M1 PAM parental 7.8, OXTR agonist 1.5, OXTR potentiate -9.2, M1 ag parental 2.2, GPR7 antag -10.0, V1aR counter 0.8, CHO parental Ca -17.5, TAAR1 antag 9.1 and CHO-K1 Ca antag -3.4.
`CCc1ccccc1NC(=O)Cn1nc(C(F)(F)F)c2c1CCC2` gave M1 PAM parental 9.3, OXTR agonist -1.9, OXTR potentiate -7.7, M1 ag parental 0.3, GPR7 antag -2.7, V1aR counter -1.1, CHO parental Ca 22.9, TAAR1 antag -4.9 and CHO-K1 Ca antag 1.5.
`Cc1ccc(C)c(CN2CCC(CNC(=O)Nc3ccc(F)c(Cl)c3)CC2)c1` gave M1 PAM parental -5.1, OXTR agonist 15.0, OXTR potentiate -19.0, M1 ag parental 12.0, GPR7 antag 37.6*, V1aR counter 5.0, CHO parental Ca 5.2, TAAR1 antag 5.8 and CHO-K1 Ca antag 14.0.
`COc1ccc(C2=NNC(c3cc(Cl)cc4c3OCOC4)C2)c(O)c1` (stereo not drawn) gave OXTR agonist -1.0, OXTR potentiate -3.8, GPR7 antag -19.3, V1aR counter -0.7 and CHO parental Ca -17.9.
Screening Cc1ccc2[nH]c(=O)c(CN(CCCN3CCOCC3)C(=O)NC3CCCCC3)cc2c1 returned M1 PAM parental 13.5, OXTR agonist -1.0, OXTR potentiate 1.9, M1 ag parental 0.2, GPR7 antag -9.2, V1aR counter -0.1, CHO parental Ca -15.0, TAAR1 antag 2.6 and CHO-K1 Ca antag -8.4.
Cc1oc(/C=N/NC(=O)CN(c2ccccc2Cl)S(C)(=O)=O)cc1Br was read as M1 PAM parental 24.2, OXTR agonist 1.3, OXTR potentiate -6.0, M1 ag parental 1.9, GPR7 antag -5.2, V1aR counter 1.7, CHO parental Ca -9.6, TAAR1 antag 5.0 and CHO-K1 Ca antag -2.2.
CN(C)C(CNC(C(=O)Nc1ccc([N+](=O)[O-])cc1Br)c1ccccc1)c1ccccc1 (stereo not drawn) was read as M1 PAM parental -5.7, OXTR agonist 1.8, OXTR potentiate -3.9, M1 ag parental 0.4, GPR7 antag 6.4, V1aR counter 0.2, CHO parental Ca -8.5, TAAR1 antag -20.7 and CHO-K1 Ca antag -4.4.
Cc1cc(C)cc(-n2c(C)cc(C(=S)N3CCOCC3)c2C)c1 was read as M1 PAM parental 1.3, OXTR agonist -2.3, OXTR potentiate -6.9, M1 ag parental -0.6, GPR7 antag -2.0, V1aR counter -1.7, CHO parental Ca -31.8, TAAR1 antag 3.8 and CHO-K1 Ca antag -4.9.
